Screening results (PubChem BioAssay)
HEK cytotox: kills HEK 293 cells. AID 1345083. Potency, µM (highest dose often 115 µM), without a hit: top-dose activity change, negative = cytotoxicity, actives largely listed as inhibitors. HEK 293 viability, ATP luminescence (CellTiter-Glo), 48-72 h. 6.6% of 94,000 active; also: potency is read from the fitted curve at half-maximal effect; nearly all actives have a fitted effect of over 60% in size
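HEK 293 cells seeded at 250 cells/well were exposed to compound for 48 or 72 hr at 37 degree Celsius. Viability taken as ATP content by CellTiter-Glo luminescence.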
SNCA viab count: counter-screen for SNCA expression inhibitors: cell viability | HEK-293-SNCA-luc viability, GF-AFC fluorescence, 24 h | 0.12% of 150,000 active | Potency, µM (titrated, usually from 57.1 µM), without a hit: top-dose activity change, negative = cytotoxicity, hits mostly cytotoxic | AID 1671193;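 also: potency is read from the fitted curve at half-maximal effect; 0% = DMSO-treated cells and -100% = medium-only wells without cells; nearly all actives have a fitted effect of over 30% in size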
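Cytotoxicity counterscreen: after 24 h compound treatment of genome-edited SNCA-luciferase HEK-293 cells, live-cell protease substrate GF-AFC read by fluorescence after 30 min; activity scaled between DMSO (0%) and medium-only (-100%), curves Hill-fitted.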
FLuc inh: blocks purified firefly luciferase enzyme activity; purified P. pyralis luciferase, luminescence, biochemical; Potency, µM (titrated, usually from 115 µM), for the others: at the highest dose activity change, negative = inhibition, usual class: inhibitors; 2.5% of 76,000 active; AID 1347043; also: potency is read from the fitted curve at half-maximal effect; nearly all actives have a fitted effect of over 65% in size
Target sequence (P08659 whole entry, looked up): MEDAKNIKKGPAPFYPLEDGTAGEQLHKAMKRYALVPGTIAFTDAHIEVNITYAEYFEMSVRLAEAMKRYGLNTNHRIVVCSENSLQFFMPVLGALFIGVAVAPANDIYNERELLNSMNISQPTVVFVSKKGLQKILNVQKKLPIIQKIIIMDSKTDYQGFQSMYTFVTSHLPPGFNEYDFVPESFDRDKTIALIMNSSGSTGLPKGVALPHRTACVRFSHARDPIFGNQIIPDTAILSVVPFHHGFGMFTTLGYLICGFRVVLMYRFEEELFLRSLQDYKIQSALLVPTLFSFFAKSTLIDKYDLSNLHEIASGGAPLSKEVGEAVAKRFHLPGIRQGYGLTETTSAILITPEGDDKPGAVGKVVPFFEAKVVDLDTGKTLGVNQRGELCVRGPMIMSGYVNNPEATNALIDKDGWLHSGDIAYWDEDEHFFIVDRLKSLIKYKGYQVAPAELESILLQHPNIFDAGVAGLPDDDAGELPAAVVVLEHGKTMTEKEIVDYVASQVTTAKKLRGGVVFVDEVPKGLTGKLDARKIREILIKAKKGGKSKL
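Luminescence read by CCD imager after adding enzyme (10nM final) to wells holding compound, titrated in qHTS. Substrates 10uM each D-luciferin and ATP; buffer 50mM Tris acetate pH 7.5, 10mM Mg acetate, Tween-20, BSA.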
IP6K1 inh: IP6K1 kinase inhibition. Q92551. 0.81% of 140,000 active. AID 1645851. IP6K1 kinase, ADP-Glo luminescence, 2 h; active compounds read low. activity change, % (series mostly up to about 58 µM); in the data active = activity change below about -25%
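ADP-Glo luminescence measures ADP made by human IP6K1 during a 2 h RT reaction with ATP/IP6 (mix at 1.3 mM/130 uM); top library doses 57.5 and 19.1 uM final.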
GPT2 inh: blocks human glutamate pyruvate transaminase 2; Potency, µM (series often up to 57.7 µM), inactives show top-dose activity change, negative = inhibition, hits mostly inhibitors; AID 1671188; Recombinant GPT2, coupled pyruvate oxidase/HRP Amplex Red fluorescence; Q8TD30; 0.25% of 100,000 active; also: potency is read from the fitted curve at half-maximal effect; nearly all actives have a fitted effect of over 60% in size; many of its hits are not listed in these tables
Target sequence (Q8TD30 whole entry, looked up): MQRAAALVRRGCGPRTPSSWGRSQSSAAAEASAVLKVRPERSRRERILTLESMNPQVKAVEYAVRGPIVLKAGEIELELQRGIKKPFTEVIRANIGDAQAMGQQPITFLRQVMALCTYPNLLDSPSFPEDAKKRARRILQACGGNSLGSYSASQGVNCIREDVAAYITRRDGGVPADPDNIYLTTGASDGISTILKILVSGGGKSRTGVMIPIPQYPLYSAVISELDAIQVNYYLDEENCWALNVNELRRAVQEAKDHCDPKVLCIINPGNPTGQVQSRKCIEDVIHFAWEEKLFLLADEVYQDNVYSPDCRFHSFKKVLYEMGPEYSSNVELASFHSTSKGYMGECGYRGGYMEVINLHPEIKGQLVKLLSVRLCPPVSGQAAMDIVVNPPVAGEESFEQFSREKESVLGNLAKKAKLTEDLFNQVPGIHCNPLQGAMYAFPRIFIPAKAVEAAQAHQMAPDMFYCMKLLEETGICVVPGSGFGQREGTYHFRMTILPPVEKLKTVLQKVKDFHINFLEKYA
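Inhibition is scored from Amplex Red fluorescence generated when pyruvate oxidase and HRP act on pyruvate released by GPT2. Reactions contain 10ng/uL enzyme, 250uM a-KG and 2mM L-alanine and run 30 min at room temperature.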
NIH3T3 tox: cytotoxic compounds in NIH 3T3 cells. NIH 3T3 viability, CellTiter-Glo ATP luminescence, 48-72 h. Potency, µM (titrated, usually from 96.7 µM), without a hit: at the highest dose activity change, negative = cytotoxicity, most hits filed as inhibitors. 4.3% of 94,000 active. AID 1345082; also: potency is read from the fitted curve at half-maximal effect; nearly all actives have a fitted effect of over 55% in size
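Luminescent ATP readout (CellTiter-Glo, 10 min RT) after 48 or 72 hr compound exposure of NIH 3T3 cells seeded at 400 cells/well in 1536-well format; quantitative HTS.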
SNCA expr inhib: inhibitors of alpha-synuclein (SNCA) gene expression | HEK-293 SNCA-luciferase knock-in, luminescence, 24 h | Potency, µM (highest dose often 57.2 µM), inactives show at the top dose activity change, negative = inhibition, actives largely listed as inhibitors | 0.17% of 140,000 active | AID 1671194;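 also: potency is read from the fitted curve at half-maximal effect; plate controls were DMSO cells for no effect and cell-free wells for full effect; nearly all actives have a fitted effect of over 45% in size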
* hit, by the source's call; i = inactive; u = inconclusive; x = no result given; & = joins results of further samples; [ ] = dose if it differs, or a comment. Unless noted, calls follow the shape of the dose curve; as a rule, active = well fitted curve in the direction sought with a large enough effect; inconclusive = small, poorly fitted or top-dose-only effect, or another doubt; inactive = no such curve, though single readings can be large; an effect the other way counts as inactive or inconclusive. Unless noted, % is scaled to controls: 0 for no effect and ±100 for the full control effect. A portion of the library; the hit share may differ from the screen's.

SMILES	HEK cytotox	SNCA viab count	FLuc inh	IP6K1 inh	GPT2 inh	NIH3T3 tox	SNCA expr inhib
COc1ccc(OC)c(CCNC(=O)c2ccc3[nH]c(C)c(C)c3c2)c1	x	4%	x	-5	x	x	-9%
COc1ccc(C2Cn3nnc(C(=O)N4CCN(C(=O)c5ccc(C)cc5)CC4)c3CO2)cc1 (stereo not given)	u	-2%	13%	4	2%	-17%	-18%
COc1ccc(C(CC(=O)N2CCCC2)c2c[nH]c3ccccc23)cc1 (stereo not given)	u	-7%	u	11	i	-29%	13%
CN(C)CCNC(=O)c1nc2nc(-c3ccccc3)c(-c3cccc(CO)c3)cc2n1C	u	-17%[87.6 µM]	-3%[172 µM]	0	i	u	14%[87.6 µM]
CC1(C)[C@@H]2CC[C@@]1(C)C(=O)C2	x	9%[23.9 µM]	x	14	i	x	0%[25.6 µM]
Cc1nsc(NC(=O)N2CCC(C(=O)N3CCCC3)CC2)n1	i	-18%	-4%	-1	1%	-25%	15%
Cc1cc2nc3n(c(=O)c2n1CC(=O)Nc1ccc(F)c(Cl)c1)CCCCC3	u	8%	-1%	3	i	-14%	0%
CCC(CC)CN1CC2(CCN(C(=O)CCc3cc(=O)[nH]o3)CC2)OC1=O	1%	-3%	0%	-2	i	-10%	6%
COc1ccc(C(=O)N2CCCN(c3ccc4nnc(C5CC5)n4n3)CC2)cc1	-3%	x	x	15	x	-15%	x
O=C(COCc1cc(-c2cccs2)on1)NCc1ccccc1Cl	x	6%	x	3	x	x	-18%
COc1cccc(C(=O)Nc2cc(-c3ccccn3)nn2-c2ccccc2)c1	-28%	u	x	-3	-19%	-33%	-8%
Cc1ccc(N2CC(NC(=O)C3CCCCC3)CC2=O)cc1 (stereo not given)	x	-2%	x	-7	x	x	-4%
CC1=C(C(=O)Nc2ccc(C)c(C)c2)C2(CCCCCC2)OC1=O	x	6%	x	-2	x	x	59%[activator]
CS(=O)(=O)c1ccc(OC[C@H]2C[C@@H](NC(=O)c3ccccc3)[C@H](O)[C@@H]2O)cc1	-1%[172 µM]	0%[87.6 µM]	1%[172 µM]	12	-10%[88.5 µM]	-5%[138 µM]	-19%[87.6 µM]
COc1ccc(-c2cc(C(=O)N3CCC(c4nc(CCOCC5CC5)no4)C3)[nH]n2)cc1 (stereo not given)	u	-6%[12.5 µM]	u	6	-9%	-17%	-16%
Cc1ncccc1C(=O)N1C[C@@H](Oc2cccnc2)C[C@H]1C(=O)N1CCOCC1	0%	-3%	3%	4	1%	i	9%
COCC1CN(C2CCC2)CC12CCN(C(=O)CCC1CCCC1)CC2 (stereo not given)	u	-25%	8%	-3	5%	u	-13%
COc1ccc(-c2ccccc2)cc1N1C(=O)[C@@H]2C[C@H]1CN2C(=O)C1(N)CC1	-7%	-1%	-3%	3	-1%	u	-6%
CCN(CC)S(=O)(=O)c1ccc2c(c1)nc(CN(C)C(=O)c1cccc(Cl)c1)n2C	x	2%	x	-11	x	x	-4%
COc1ccc(CN2CCC3(CC2)NC(=O)c2ccccc2O3)cc1	-24%[172 µM]	-4%[87.6 µM]	6%[172 µM]	12	i	-6%[138 µM]	2%[87.6 µM]
CN(Cc1ccco1)S(=O)(=O)c1nnc(NC(=O)c2cccc(Cl)c2)s1	x	13%	x	-9	x	x	97%[activator]
CC(=O)N1CCC2(C1)OC(=O)Nc1cnccc12 (stereo not given)	-30%[172 µM]	0%[87.6 µM]	-3%[172 µM]	13	i	-11%[138 µM]	-7%[87.6 µM]
COc1ccc(CCNC(=O)c2ccc3nnc(C4CCCC4)n3c2)cc1	u	-2%	x	-2	i	u	-33%
Cc1ccc(S(=O)(=O)N2C[C@@H](F)C[C@H]2C(=O)N2CCOCC2)cc1F	-4%	7%	-8%	-4	i	-15%	-14%
CCc1nc(-c2c3n(c(=O)n(CC(=O)c4ccc(Cl)cc4)c2=O)CCCC3)no1	-25%	-2%	u	-2	3%	-18%	75%[activator]
O=C(c1ccc(F)c(Cl)c1)N1C[C@@H](CO)[C@H](c2ccncc2)C1	4%	1%	-2%	-10	-18%	i	21%
COc1ccccc1-c1ccc(C(=O)N2CCC(C(=O)NCc3ccccc3)CC2)cc1	u	3%[12.5 µM]	x	-1	-5%	u	5%
CCOC(=O)c1ccc(NC(=O)c2nc(S(=O)(=O)Cc3ccccc3)ncc2Cl)cc1	x	u	x	-14	x	x	u
CC(C)(C)C(=O)Nc1cccc(C(=O)OCc2cc(=O)n3nc(C4CC4)sc3n2)c1	x	-10%	x	9	x	x	108%[activator]
CCCCOc1ccc(CNC(=O)CN2CCSc3ccccc32)cc1	x	2%	x	11	x	x	6%
O=C(Nc1ccc([C@@H](O)[C@H]2COCC(=O)N2Cc2ccncc2)cc1)C1CCC1	5%[172 µM]	-4%[87.6 µM]	-7%[172 µM]	8	-1%[88.5 µM]	-4%[138 µM]	21%[87.6 µM]
CCCN(Cc1ccco1)C(=O)C1CCC(=O)N(CC2CCCCC2)C1 (stereo not given)	u	5%	6%	-1	-3%	u	-10%
Cc1ccc2nc(-c3ccc(NC(=O)COc4ccc(Br)cc4Br)cc3)sc2c1	x	10%	x	-4	x	x	-64%
COC[C@@H]1CN(C(=O)Cc2ccc(F)cc2)C[C@H]1c1ccncc1	-18%	4%	-2%	-10	-13%	-15%	19%
COc1cccc([S+](=O)([O-])N2CCC3(CC2)CC(=O)Nc2ccccc2O3)c1	50µM*	-18%	5%	-3	i	-16%	17%
COc1ccc2[nH]c3c(c2c1)CCNC31CCN(C(=O)c2ccc(OC)c(F)c2)CC1	u	2%[12.5 µM]	0%	6	i	u	18%
CN(C)C[C@@H]1CN(S(C)(=O)=O)C[C@H]1NC(=O)c1ccc2ncccc2c1	i	-10%	-1%	0	4%	-4%	-11%
O=C(NC1CCCCCC1)c1nnn2cc(-c3ccc(Cl)cc3)[nH]c(=O)c12	u	-6%	-8%	0	-6%	u	1%
CN1c2cc(C(=O)N3CCN(c4ccccc4Cl)CC3)ccc2C(=O)N2CCCCC21 (stereo not given)	40µM*	-2%[12.5 µM]	7%	-2	i	u	10%
CCn1cc(C(=O)N2CCc3cc(S(=O)(=O)NCC4CCCO4)ccc3C2)cn1 (stereo not given)	-30%	3%	-6%	-13	1%	-21%	-11%
O=C(OC1CN2CCC1CC2)N1CCc2ccccc2C1c1ccccc1 (stereo not given)	x	-10%	x	27	-5%	x	x
COCCOCc1nc(C2CCN(C(=O)NCC(C)C)CC2)no1	5%	-2%	0%	-5	i	4%	-19%
CN(C)CC(NC1CCC2(CCNCC2)CC1)c1ccccc1 (stereo not given)	-17%	-17%	-3%	37	-7%[11.5 µM]	u	9%
CN(C)C(=O)NC1CCN(Cc2cccc(-c3ccc(F)c(F)c3)c2)CC1	u	x	x	23	x	u	x
Cc1ccc(CN2CCC3(CC2)COc2ccccc2C(=O)N3)cc1	28µM*	-5%	5%	19	4%	u	-21%

Some of these compounds in order of SMILES length, rising:
SMILES	HEK cytotox	SNCA viab count	FLuc inh	IP6K1 inh	GPT2 inh	NIH3T3 tox	SNCA expr inhib
CCCN(Cc1ccco1)C(=O)C1CCC(=O)N(CC2CCCCC2)C1 (stereo not given)	u	5%	6%	-1	-3%	u	-10%
Cc1ccc2nc(-c3ccc(NC(=O)COc4ccc(Br)cc4Br)cc3)sc2c1	x	10%	x	-4	x	x	-64%
O=C(NC1CCCCCC1)c1nnn2cc(-c3ccc(Cl)cc3)[nH]c(=O)c12	u	-6%	-8%	0	-6%	u	1%
COc1ccc2[nH]c3c(c2c1)CCNC31CCN(C(=O)c2ccc(OC)c(F)c2)CC1	u	2%[12.5 µM]	0%	6	i	u	18%

Next section
SMILES	HEK cytotox	SNCA viab count	FLuc inh	IP6K1 inh	GPT2 inh	NIH3T3 tox	SNCA expr inhib
O=C(NCc1ccccc1)N1Cc2[nH]cnc2C[C@H]1c1nc(-c2ccc3c(c2)OCO3)no1	4%	u	-14%	17	-4%	-17%	-8%
COc1cccc(C2CC(=O)Nc3cc4c(cc32)OCCO4)c1OC (stereo not given)	x	u	x	20	x	x	-42%
Cc1ccc(-n2c(C3CCN(C(=O)c4cc(C)ccc4C)CC3)n[nH]c2=O)cc1	-28%	-5%	-7%	-20	-3%	u	-2%
COc1ccc(-c2ccc(C(=O)Nc3ccc(F)cc3)cc2)nn1	-28%[172 µM]	x	x	15	x	-23%[138 µM]	x
COc1ccc(-c2nc(C3CC3)nc3c2CCN(C(=O)c2ccccc2)CC3)cc1	u	-15%&-8%	x	4&-8	-9%	u	-2%&-1%
Cc1ccccc1OCCCCn1c(CCNC(=O)C(C)(C)C)nc2ccccc21	x	u	x	0	x	x	u
C=CCN1CCc2cc(O)c(O)cc2C(c2ccccc2)C1 (stereo not given)	x	-13%	x	x	u	x	8%
C[C@]1(CO)[C@H]2Cc3sc(NC(=O)C4CCC4)nc3[C@@H](CC(=O)NCCN3CCOCC3)[C@]2(C)CC[C@H]1O	2%	4%	0%	-2	-3%	2%	-7%
Cc1ccc(S(=O)(=O)N(C)CC2CCOCC2)cc1F	-31%	12%	-11%	15	-2%	-21%	6%
CC1=C[C@@H](CNCc2ccco2)[C@H](C(C)C)C[C@H]1Cc1nnc(-c2ccccc2F)o1	79µM*	u	-1%[172 µM]	1	0%[88.5 µM]	u	u
O=C(NCc1cccs1)c1nc2sccn2c1-c1ccncc1	89µM*	u	x	3	i	u	7%[87.6 µM]
Cn1cc2c3c(cccc31)CN(C(=O)Cc1ccccc1F)CC2	u	u	-10%	31	i	-15%	u
COCCCNC(=O)c1ccc2oc(-c3ccnc(Cl)c3)nc2c1	u	-9%	x	5	-4%	u	98%[activator]
O=C(NC1CCCN(c2cc(-c3ccccc3)[nH]n2)C1)c1cccc(Br)c1 (stereo not given)	u	-22%	3%	0	-1%	u	-19%
COC(=O)c1c(Oc2ccc(OC)cc2)nnc(-c2ccccc2)c1-c1ccccc1	x	4%	x	-19	x	x	-48%

Retrieved one by one from above, 2 records:
SMILES	HEK cytotox	SNCA viab count	FLuc inh	IP6K1 inh	GPT2 inh	NIH3T3 tox	SNCA expr inhib
O=C(NC1CCCCCC1)c1nnn2cc(-c3ccc(Cl)cc3)[nH]c(=O)c12	u	-6%	-8%	0	-6%	u	1%
CCc1nc(-c2c3n(c(=O)n(CC(=O)c4ccc(Cl)cc4)c2=O)CCCC3)no1	-25%	-2%	u	-2	3%	-18%	75%[activator]

Remaining list, next part:
SMILES	HEK cytotox	SNCA viab count	FLuc inh	IP6K1 inh	GPT2 inh	NIH3T3 tox	SNCA expr inhib
COCCNC(=O)CCc1c(C)nn(-c2ccccc2)c1Oc1ccccc1F	u	7%	-1%	2	i	-28%	2%
CC(C)NC(=O)c1nc(C(C)(C)C)c2ccccn12	-14%[172 µM]	7%[87.6 µM]	x	-10	-1%[88.5 µM]	-17%[138 µM]	2%[87.6 µM]
CCOc1ccc(NC(=O)Cn2c(N3CCOCC3)nc(CC)cc2=O)cc1	-25%	5%	16%	16	i	-24%	4%
CC(=O)N1CCC(C(=O)NC2CCc3n[nH]c(=O)n3CC2)CC1 (stereo not given)	-1%	-1%	7%	7	i	-2%	-8%
